# EBV gp42 inh: Epstein-Barr virus gp42 inhibitors, primary screen, biochemical, uHTS, fluorescence polarization | Glycoprotein 42 (Epstein-Barr virus (strain AG876)), Q1HVG2 | Fluorescence polarization binding assay, mP read-out | inhibition, % (tested at 21.74 µM) | 220,000 compounds, 0.42% hits; in the data active means inhibition above about 50%
# NCF1 inh: p47phox/p22phox peptide binding inhibitors, primary screen, biochemical, uHTS, NADPH oxidase regulatory subunit | Neutrophil cytosol factor 1 (Homo sapiens), P14598 | fluorescence polarization, 2 h | inhibition, % at 24.7 µM | 220,000 compounds, 0.53% hits | AID 1274, 2008;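 further: 0% = p47phox with labelled peptide and 100% = labelled peptide alone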
# Target sequence (P14598 whole entry, looked up): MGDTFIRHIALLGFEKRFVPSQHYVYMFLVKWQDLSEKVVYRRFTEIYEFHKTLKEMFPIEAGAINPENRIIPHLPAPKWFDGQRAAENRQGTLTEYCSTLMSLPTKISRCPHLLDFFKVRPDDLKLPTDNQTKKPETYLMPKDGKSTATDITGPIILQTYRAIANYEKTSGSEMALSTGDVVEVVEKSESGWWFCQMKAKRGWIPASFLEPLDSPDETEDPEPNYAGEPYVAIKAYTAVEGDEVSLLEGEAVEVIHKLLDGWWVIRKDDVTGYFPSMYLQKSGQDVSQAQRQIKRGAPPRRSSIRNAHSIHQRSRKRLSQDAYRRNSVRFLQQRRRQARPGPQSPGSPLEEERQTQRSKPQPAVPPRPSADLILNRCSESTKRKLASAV
# KLK5 inh: human KLK5 protease inhibitors, primary screen, biochemical, 1536-well; Kallikrein-5 (Homo sapiens), Q9Y337; recombinant hK5, fluorogenic AMC substrate cleavage; inhibition, % at 5 µM; 210,000 compounds, 0.59% hits;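 active means inhibition of 40% or more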;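 further: 0% = enzyme controls without compound and 100% = no-enzyme blanks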
# Cl transport mod: KCC2 cotransporter modulators, thallium flux, primary screen, cell-based, HEK293 KCC2, FluoZin-2 fluorescence, MLSMR. Solute carrier family 12 member 5 (Homo sapiens), Q9H2X9. KCC2 cells, thallium flux FluoZin-2 fluorescence. B-score of Tl+ flux slope (higher = more flux/activation; lower = inhibition) at 10 µM. 190,000 compounds, 2.2% hits;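 active means thallium flux slope and its plate-corrected score both differing from the plate sample mean at a set confidence after two filtering rounds, in either direction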;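 further: slope of fluorescence scaled to starting intensity during 10 to 20 s after thallium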
# thrombin 1536: human alpha-thrombin inhibitors, primary screen, counter-screen for coagulation protease inhibitor project, biochemical, 1536-well, fluorogenic AMC substrate | Prothrombin (Homo sapiens), P00734 | inhibition, % at 5 µM | Boc-VPR-AMC fluorogenic substrate cleavage | AID 1046, 2008 | 220,000 compounds, 0.26% hits;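 active means inhibition at or above 40%; inactive means inhibition below 40%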;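 further: 0% = enzyme with no compound and 100% = wells without enzyme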
#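 Material: human alpha-thrombin enzyme / Medium: pH 7.5 Tris (50 mM) with NaCl 150 mM, Tween 20 0.05% / Compound: single-point dosing at 5 µM, 0.2% DMSO / Incubation: enzyme reaction carried out at room temperature / Detection: AMC fluorescence, 355/460 nm / Read-out basis: percent inhibition scaled between no-compound controls and no-enzyme blanks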
# Rad51 HR inh: human RAD51 strand exchange inhibitors, primary screen, biochemical, fluorescence; inhibition, % at 10 µM; hRad51 DNA strand exchange, fluorescence dequenching; DNA repair protein RAD51 homolog 1 (Homo sapiens), Q06609; 200,000 compounds, 0.085% hits;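 active means inhibition above 40% at the single screening dose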;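 further: 0% = DMSO control wells and 100% = blanks with heterologous ssDNA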
# Target sequence (Q06609 whole entry, looked up): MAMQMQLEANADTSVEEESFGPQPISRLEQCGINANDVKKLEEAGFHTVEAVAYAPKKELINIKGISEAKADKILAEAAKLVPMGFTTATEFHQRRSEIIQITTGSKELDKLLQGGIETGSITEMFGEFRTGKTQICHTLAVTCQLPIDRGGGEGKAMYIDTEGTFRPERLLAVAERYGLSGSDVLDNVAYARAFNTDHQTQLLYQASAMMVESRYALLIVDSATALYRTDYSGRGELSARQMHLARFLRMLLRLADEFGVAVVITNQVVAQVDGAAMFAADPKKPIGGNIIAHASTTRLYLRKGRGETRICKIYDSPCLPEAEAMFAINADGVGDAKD
#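 material = hRad51 filaments on single-stranded DNA | timing = filaments 15 min 37 °C, then compound 30 min | signal = FRET fluorescence dequenching, excitation 485 nm, emission 520 nm | benchmarks = control wells and blank wells on each plate | evaluation = percent inhibition relative to plate controls and blanks | compound = 10 µM final, single point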
# 14-3-3 Bad inh: inhibitors of 14-3-3 zeta/Bad binding, primary screen, biochemical, TR-FRET, bovine 14-3-3 zeta. TR-FRET 14-3-3zeta/Dy647-pBad peptide displacement, 1 h. inhibition, % at 21.7 µM. 220,000 compounds, 0.71% hits. AID 781, 2007;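 active means inhibition above about 70%, limit read from the data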;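 further: 0% = full 14-3-3 plus peptide FRET controls and 100% = background without 14-3-3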
# Target sequence (P63103 whole entry, looked up): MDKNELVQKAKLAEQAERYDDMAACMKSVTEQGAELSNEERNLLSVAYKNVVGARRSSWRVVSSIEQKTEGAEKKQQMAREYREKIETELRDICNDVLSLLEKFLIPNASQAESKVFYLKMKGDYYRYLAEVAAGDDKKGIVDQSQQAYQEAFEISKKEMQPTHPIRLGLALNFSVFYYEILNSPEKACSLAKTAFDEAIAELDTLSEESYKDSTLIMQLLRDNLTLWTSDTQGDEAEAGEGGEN
# Furin inh: human furin inhibitors, primary screen, biochemical, fluorescence intensity. P09958. purified furin, fluorogenic substrate cleavage. inhibition, % at 30 µM. 220,000 compounds, 0.061% hits. AID 463115, 2010; in the data active means inhibition above about 25%; further: inactives centre near -15
# eIF4E-4G inh: eIF4E–eIF4G protein interaction inhibitors, primary screen, biochemical, uHTS, TR-FRET, eIF4GI fragment; Eukaryotic translation initiation factor 4E (Mus musculus) + Eukaryotic translation …; TR-FRET eIF4E-eIF4GI(517-606) binding, 2 h; inhibition, % at 21.7 µM; 220,000 compounds, 0.37% hits; AID 782, 2007;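 further: 0% = full FRET control wells and 100% = background wells lacking eIF4GI fragment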
# * marks the source's active call; other numbers are inactive results; nt = not tested or not shown; [ ] = remark or other dose.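 How the source made its calls, unless noted: active means inhibition above about 30% (limit read from the data); inactive means the rest.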 Rows were taken by chance. About 4.7% of those tested had a hit in this group.
SMILES,EBV gp42 inh,NCF1 inh,KLK5 inh,Cl transport mod,thrombin 1536,Rad51 HR inh,14-3-3 Bad inh,Furin inh,eIF4E-4G inh
O=C(C1CC(=O)N(C2CCCCC2)C1)N1CCc2ccccc21 (stereo unspecified),-12,-27,0,0.67,-6,-4,-11,-26,1
COC(=O)C(C)NC(=O)CNS(=O)(=O)c1ccc(F)cc1 (stereo unspecified),-2,-3,2,1.1,1,5,-11,-28,2
COc1ccc(/C=N/n2c(SC)nnc(C(C)(C)C)c2=O)c(OC)c1,-18,-10,-6,1.2,-9,-10,4,-1[20 µM],6
Cc1cc(=O)oc(C)c1C(=O)N1CCN(C(c2ccccc2)c2ccccc2)CC1,-5,-9,-26,-1.4,-11,0,-1,-9,-8
CCOC(=O)c1sc(=S)n(C)c1N,-1,-2,-5,nt,4,-3,20,-9,-16
COc1ccc(C(=O)O)cc1Nc1cc(C)nc2ncnn12,-14,-2,3,1.2,-3,-7,0,-7,3
CCCNC(=O)NC(=O)COc1ccc2oc3ccccc3c2c1,-3,4,-14,-0.42,-3,3,2[fluorescence artefact?],-5[20 µM],-19[fluorescence artefact?]
COc1ccccc1N1CCN(Cc2nc(N)nc(Nc3ccc(C)cc3)n2)CC1,-8,-3,7,nt,2,4,8,-14,-4
Cc1cc(=O)oc(C)c1C(=O)NCCN(C)Cc1ccccc1,4,0,-2,0.39,-9,-2,-1,0,3
Cc1ccc(-n2c(SCC(=O)N/N=C/c3ccccc3C(=O)O)nnc2-c2ccc(Cl)cc2)cc1,-6,-12,-2,-0.0098,2,4,6,-21,-5
CCOc1ccc2nc(SCC(=O)Nc3cccc(S(=O)(=O)NC4=NCCCCC4)c3)[nH]c2c1,-11,-15,5,0.25,-2,5,-9,-6,-1
Cc1cc(C)c(C(=O)/C=C/C=C/c2ccccc2)c(=O)[nH]1,-28,-11,-1,0.011,2,6,-3,-4,2
O=[N+]([O-])c1ccc2c(c1)C(N1CCOCC1)/C(=C/COc1ccc(Cl)cc1Cl)O2 (stereo unspecified),-10,-4,-9,nt,-8,-5,0,7[20 µM],7
COc1ccc(CNC(=O)COC(=O)c2cncc(Br)c2)cc1,-10,-3,4,-0.96,-21,-8,14,-12,0
O=C(CCc1ccccc1)Nc1ccc(N2CCCCC2)cc1,2,1,-16,-0.38,-7,-6,-16,-12,16
CS(=O)(=O)N1CCC(C(=O)N2CCC(Cc3ccccc3)CC2)CC1,-17,-14,-1,0.54,-5,4,4,-12[20 µM],-1
COC(=O)[C@@H](NC(=O)CCc1nnc(-c2ccsc2)o1)C(C)C,-22,12,2,0.53,-4,-6,-10,-23,4
c1ccc(SCc2cn3cccnc3n2)nc1,-8,-1,2,0.64,-5,-5,-1,-27,0
Cc1cc(C)cc(-n2nnc(C(=O)NCc3ccco3)c2N)c1,-19,-4,-1,-0.025,0,-5,14,-20[20 µM],1
CSc1nc(N)n(-c2cc(C(F)(F)F)ccn2)n1,1,-1,0,0.52,-1,3,-5,-14,4
O=S(=O)(Nc1cccnc1)c1cc(Cl)ccc1Cl,-21,-7,-7,-0.067,-4,0,-2,-4[20 µM],0
O=S(=O)(c1ccc(F)cc1)c1snnc1-c1ccccc1,6,3,-3,-0.32,-5,4,1,-22,0
O=C(NC1CCCCCCC1)NC1CCCCC1,-12,-11,27,0.45,0,5,-3,-16[20 µM],-3[fluorescence artefact?]
Cc1cc(C)cc(OCc2ccc(C(=O)O)o2)c1,-8,4,-3,nt,-9,-2,1,-20[20 µM],-2
O=C1C(=O)N(CC2CCCO2)C(c2ccccc2[N+](=O)[O-])/C1=C(/O)c1ccccc1 (stereo unspecified),1,-3,0,0.047,nt,4,-6,-27,-5

# An excerpt from above in order of their number in Cl transport mod, descending.
smiles,Cl transport mod
COC(=O)C(C)NC(=O)CNS(=O)(=O)c1ccc(F)cc1 (stereo unspecified),1.1
CS(=O)(=O)N1CCC(C(=O)N2CCC(Cc3ccccc3)CC2)CC1,0.54
O=C(NC1CCCCCCC1)NC1CCCCC1,0.45

# Retrieved by compound from the entries so far, 4 records:
SMILES,EBV gp42 inh,NCF1 inh,KLK5 inh,Cl transport mod,thrombin 1536,Rad51 HR inh,14-3-3 Bad inh,Furin inh,eIF4E-4G inh
O=C(C1CC(=O)N(C2CCCCC2)C1)N1CCc2ccccc21 (stereo unspecified),-12,-27,0,0.67,-6,-4,-11,-26,1
O=[N+]([O-])c1ccc2c(c1)C(N1CCOCC1)/C(=C/COc1ccc(Cl)cc1Cl)O2 (stereo unspecified),-10,-4,-9,nt,-8,-5,0,7[20 µM],7
O=S(=O)(c1ccc(F)cc1)c1snnc1-c1ccccc1,6,3,-3,-0.32,-5,4,1,-22,0
CCCNC(=O)NC(=O)COc1ccc2oc3ccccc3c2c1,-3,4,-14,-0.42,-3,3,2[fluorescence artefact?],-5[20 µM],-19[fluorescence artefact?]

# Going on with the list:
SMILES,EBV gp42 inh,NCF1 inh,KLK5 inh,Cl transport mod,thrombin 1536,Rad51 HR inh,14-3-3 Bad inh,Furin inh,eIF4E-4G inh
Cc1cc(C)nc(SC2CCCCC2NS(=O)(=O)c2ccc(Cl)cc2)n1 (stereo unspecified),6,-16,-22,-1.4,-7,0,-2[fluorescence artefact?],-15,-4
O=C(CSc1nnnn1-c1ccccc1)Nc1ncc(Cc2cccc(Cl)c2Cl)s1,-21,15,5,0.77,-2,-8,18,-10,-9
CCOC(=O)C1C(=O)NC(c2ccccc2)=NC1c1ccc(F)cc1 (stereo unspecified),-7,-10,1,-0.18,-1,-3,8,-14[20 µM],0
Cc1ccc(Nc2nc(CSc3nnnn3-c3ccccc3)cc(=O)[nH]2)cc1,-18,1,-18,-0.38,-5,nt,40[fluorescence artefact?],-16[20 µM],17
CCN(CC)c1nc2ccccc2n2cnnc12,0,9,-7,-0.057,2,3,13,-15,14
C#Cc1ccc(C(=O)Nc2cc(C(N)=O)ccc2N2CCOCC2)cc1,-4,-15,-2,nt,-2,-2,-3,-17,-13
C/C(=N\NC(=O)C(=O)Nc1c(C)n(C)n(-c2ccccc2)c1=O)c1ccncc1,-4,-1,-2,0.74,-13,6,-5,-12,-4
COc1ccc(Nc2c3c(nc4ccccc24)CCCC3)cc1OC,-10,-3,-2,-1.6,1,-3,-7,-5,0
CCc1nc2ccccc2c(C(=O)OCC(=O)NCc2ccc3c(c2)OCO3)c1C,14,-14,-3,-1.6,-3,nt,25,7,2
COc1ccc(C2/C(=C(/O)c3ccccc3)C(=O)C(=O)N2c2ccccn2)cc1OC (stereo unspecified),-9,-10,nt,0.12,2,nt,-6,-27,5
COc1ccc(N(CN2C(=O)c3ccccc3C2=O)C(=O)C(C)C)cc1,-15,-5,15,0.17,0,-1,7,0,0[fluorescence artefact?]
c1ccc(-n2ncc3c(NC4CCCCCC4)ncnc32)cc1,-6,-15,4,0.043,-1,1,-7,-37,-23
Cc1ccc(SCCC(=O)Nc2c(C)n(C)n(-c3ccccc3)c2=O)cc1,-8,-3,-3,-1.4,0,3,10[fluorescence artefact?],-6[20 µM],5
CCNC(=O)COc1cccc2ccccc12,-13,-15,-2,-0.22,-1,1,-1[fluorescence artefact?],-12[20 µM],-12[fluorescence artefact?]
Cc1ccc(N2CC(C(=O)OCC(=O)Nc3ccccc3F)CC2=O)cc1 (stereo unspecified),8,0,2,0.62,-2,-3,-2,-18,0
S=C(NCC1CCCO1)N1CCN(c2ccccc2)CC1 (stereo unspecified),-12,-8,-4,-0.32,-14,30,-22,-10,1
O=C(O)CCCCCNC(=O)C(=O)C1C(=O)Nc2ccccc21 (stereo unspecified),-1,-1,-4,-0.16,-4,13,1,-14,-3
COC(=O)Cn1c(CCS(=O)(=O)c2ccc(Cl)cc2)nc2ccccc21,-1,-2,-9,nt,4,4,5,-17[20 µM],-1
Cc1ccc(C(=O)/C=C/c2cn(CN3CCN(C)CC3)c3ccccc23)cc1,-43,-23,6,0.16,3,-3,-7,-17[20 µM],-1[fluorescence artefact?]
COc1ccccc1N1CCN(C(=O)C(C)N(c2ccccc2)S(C)(=O)=O)CC1 (stereo unspecified),-19,-15,-12,0.82,6,3,1,-21[20 µM],-4
COc1cc(C(=O)N2CCN(C/C=C/c3ccccc3)CC2)cc(OC)c1OC,-2,-4,14,-0.53,1,-5,9,11[20 µM],7[fluorescence artefact?]
CSCCC(NS(=O)(=O)c1ccc(Cl)cc1)C(=O)OCC(=O)NC1CCCCC1 (stereo unspecified),15,-10,-4,-0.45,-8,-5,10[fluorescence artefact?],-2[20 µM],1
CCOC(=O)c1nnn(-c2ccc([N+](=O)[O-])cc2[N+](=O)[O-])c1C,-6,1,-2,0.041,-5,nt,-4,-25,3
CCNC(=S)N(CCc1c(C)[nH]c2ccc(Cl)cc12)Cc1ccco1,7,-10,-1,-4.4,-16,-11,9,-8,-5
CC(C)(C)c1cc(CCC(=O)NNC(=S)NC(=O)c2ccccc2)cc(C(C)(C)C)c1O,3,-11,-80,54*,-3,2,-11[fluorescence artefact?],-21,-2
N#CC1=C(S)N(c2ccccc2)C2(CCCCC2)NC1=O,-8,-6,-5,1,-18,nt,6,-10,-3
COc1ccc(C)cc1NC(=O)c1ccccc1NS(=O)(=O)c1ccc(Cl)s1,10,-21,-27,-3.6*,0,-20,2,-20,-5

# Structures above containing a COOH group, in the order listed:
SMILES,EBV gp42 inh,NCF1 inh,KLK5 inh,Cl transport mod,thrombin 1536,Rad51 HR inh,14-3-3 Bad inh,Furin inh,eIF4E-4G inh
COc1ccc(C(=O)O)cc1Nc1cc(C)nc2ncnn12,-14,-2,3,1.2,-3,-7,0,-7,3
Cc1ccc(-n2c(SCC(=O)N/N=C/c3ccccc3C(=O)O)nnc2-c2ccc(Cl)cc2)cc1,-6,-12,-2,-0.0098,2,4,6,-21,-5
Cc1cc(C)cc(OCc2ccc(C(=O)O)o2)c1,-8,4,-3,nt,-9,-2,1,-20[20 µM],-2
O=C(O)CCCCCNC(=O)C(=O)C1C(=O)Nc2ccccc21 (stereo unspecified),-1,-1,-4,-0.16,-4,13,1,-14,-3

# Source: PubChem BioAssay (several laboratories)
